3T3 cytotox – NIH 3T3 cell cytotoxicity | NIH 3T3 viability, CellTiter-Glo ATP luminescence, 48-72 h | Potency, µM (series often up to 96.7 µM), without a hit: top-dose activity change, negative = cytotoxicity, actives largely listed as inhibitors | 94,000 tested, 4.3% active | AID 1345082; also: potency is read from the fitted curve at half-maximal effect; nearly all actives have a fitted effect of over 55% in size
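Mouse fibroblast NIH 3T3 cells, 400 per well, received compound via pintool and were incubated for 48 or 72 hr prior to CellTiter-Glo ATP luminescence measurement.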
GPT2 inhibitor – GPT2 alanine aminotransferase inhibition | 100,000 tested, 0.25% active | Potency, µM (titrated, usually from 57.7 µM), inactives show top-dose activity change, negative = inhibition, most hits filed as inhibitors | Recombinant GPT2, coupled pyruvate oxidase/HRP Amplex Red fluorescence; also: potency is read from the fitted curve at half-maximal effect; nearly all actives have a fitted effect of over 60% in size; many of its hits are not listed in these tables
Target sequence (Q8TD30 whole entry, looked up): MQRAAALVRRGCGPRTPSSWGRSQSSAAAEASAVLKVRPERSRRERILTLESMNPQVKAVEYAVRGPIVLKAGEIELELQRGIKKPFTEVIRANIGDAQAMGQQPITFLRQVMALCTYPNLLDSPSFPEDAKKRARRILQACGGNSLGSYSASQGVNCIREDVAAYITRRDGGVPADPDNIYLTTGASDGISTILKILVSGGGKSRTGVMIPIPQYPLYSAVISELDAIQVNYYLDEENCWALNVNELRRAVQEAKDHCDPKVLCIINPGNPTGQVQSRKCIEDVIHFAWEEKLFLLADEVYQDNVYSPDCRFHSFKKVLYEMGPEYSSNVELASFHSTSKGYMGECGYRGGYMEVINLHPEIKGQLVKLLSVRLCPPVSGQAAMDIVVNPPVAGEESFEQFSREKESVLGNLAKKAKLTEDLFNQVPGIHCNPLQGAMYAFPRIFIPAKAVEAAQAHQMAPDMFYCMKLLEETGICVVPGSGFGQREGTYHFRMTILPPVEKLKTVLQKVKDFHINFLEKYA
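Fluorescence read-out: pyruvate from GPT2 turnover coupled to pyruvate oxidase, HRP and Amplex Red (0.2mM ThPP, 0.2U/mL PO and HRP, 50uM Amplex final). Substrates 250uM a-KG, 2mM L-alanine; enzyme 10ng/uL; 30 min RT.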
SNCA expr inh – reduces expression of the alpha-synuclein gene; Potency, µM (highest dose often 57.2 µM), for inactives: top-dose activity change, negative = inhibition, actives largely listed as inhibitors; HEK-293 SNCA-luciferase knock-in, luminescence, 24 h; 140,000 tested, 0.17% active; AID 1671194;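 also: potency is read from the fitted curve at half-maximal effect; plate controls were DMSO cells for no effect and cell-free wells for full effect; nearly all actives have a fitted effect of over 45% in size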
IP6K1 inhibitor – inhibitors of human IP6K1 | AID 1645851 | Q92551 | activity change, % (series mostly up to about 58 µM) | IP6K1 kinase, ADP-Glo luminescence, 2 h; stronger effect = lower value | 140,000 tested, 0.81% active; in the data active = activity change below about -25%
Target sequence (Q92551 whole entry, looked up): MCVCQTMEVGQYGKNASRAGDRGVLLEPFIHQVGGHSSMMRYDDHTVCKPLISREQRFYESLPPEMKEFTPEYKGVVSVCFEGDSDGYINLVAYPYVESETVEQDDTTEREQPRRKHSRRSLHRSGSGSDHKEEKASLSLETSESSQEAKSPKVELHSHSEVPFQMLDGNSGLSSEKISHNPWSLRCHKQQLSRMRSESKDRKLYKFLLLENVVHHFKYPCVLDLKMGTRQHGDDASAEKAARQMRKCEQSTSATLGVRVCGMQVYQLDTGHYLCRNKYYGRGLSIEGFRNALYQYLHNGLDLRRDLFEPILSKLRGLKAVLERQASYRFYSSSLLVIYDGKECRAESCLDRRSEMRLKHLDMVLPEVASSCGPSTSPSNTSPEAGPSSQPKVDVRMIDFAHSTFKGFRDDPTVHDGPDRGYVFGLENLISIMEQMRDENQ
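ADP-Glo luminescence measures ADP made by human IP6K1 during a 2 h RT reaction with ATP/IP6 (mix at 1.3 mM/130 uM); top library doses 57.5 and 19.1 uM final.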
HEK293 viab – cell viability loss counter-screen; HEK-293-SNCA-luc viability, GF-AFC fluorescence, 24 h; Potency, µM (top dose mostly 57.1 µM), inactives show at the top dose activity change, negative = cytotoxicity, actives largely listed as cytotoxic; 150,000 tested, 0.12% active;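 also: potency is read from the fitted curve at half-maximal effect; 0% = DMSO-treated cells and -100% = medium-only wells without cells; nearly all actives have a fitted effect of over 30% in size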
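HEK-293-SNCA-luc cells (1500/well) plated 24 h, then exposed 24 h to a dilution series; GF-AFC added 30 min at 37C, fluorescence 405/540 nm; normalised to medium-only and DMSO wells, Hill fit.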
HEK cytotox – cytotoxic compounds in HEK 293 cells; AID 1345083; 94,000 tested, 6.6% active; Potency, µM (series often up to 115 µM), without a hit: top-dose activity change, negative = cytotoxicity, actives largely listed as inhibitors; HEK 293 viability, ATP luminescence (CellTiter-Glo), 48-72 h; also: potency is read from the fitted curve at half-maximal effect; nearly all actives have a fitted effect of over 60% in size
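Cytotoxicity was scored by loss of ATP-coupled luminescence (CellTiter-Glo) in HEK 293 cells. Compound treatment ran 48 or 72 hr at 37 degree Celsius, 5% CO2, 95% humidity.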
FLuc inh – Photinus pyralis luciferase inhibition | P08659 | purified P. pyralis luciferase, luminescence, biochemical | Potency, µM (titrated, usually from 115 µM), for the others: at the highest dose activity change, negative = inhibition, most hits filed as inhibitors | 76,000 tested, 2.5% active | AID 1347043; also: potency is read from the fitted curve at half-maximal effect; nearly all actives have a fitted effect of over 65% in size
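Inhibitors were tested against purified firefly luciferase in a biochemical, low-substrate format (both substrates at 10uM) and luminescence measured with a CCD imager.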
* marks the source's active call; other numbers are inactive results; i = inactive; ? = inconclusive; . = no result given; & = joins results of further samples; [ ] = another dose, or the depositor's remark. Unless noted, calls follow the shape of the dose curve; as a rule, active = well fitted curve in the direction sought with a large enough effect; inconclusive = small, poorly fitted or top-dose-only effect, or another doubt; inactive = no such curve, though single readings can be large; an effect the other way counts as inactive or inconclusive. Unless noted, % is scaled to controls: 0 for no effect and ±100 for the full control effect. An excerpt (hit frequency here may not be typical).

Order of values: 3T3 cytotox	GPT2 inhibitor	SNCA expr inh	IP6K1 inhibitor	HEK293 viab	HEK cytotox	FLuc inh
1	O=C(NCc1ccco1)[C@H]1CN2CCC1C[C@@H]2Cn1cc(CO)nn1 (stereo partly drawn)
  -16%[174 µM]	2%[88.5 µM]	-17%[87.6 µM]	6	0%[87.6 µM]	-9%[172 µM]	-14%[172 µM]
2	Cc1cc(C)cc(OCC(=O)Nc2ccc(Cl)cc2C(=O)c2ccccc2)c1
  .	.	11%	12	3%	.	.
3	O=C1CC2CCN(Cc3cccc(Br)n3)CC2CCN1 (stereo not drawn)
  i	4%	-29%	-7	-2%	i	.
4	CN1CCc2cc(O)cc3c2[C@H]1Cc1ccc(O)c(O)c1-3
  .	?	-3%	.	-23%	.	.
5	O=C(Cc1ccc(Cl)c(Cl)c1)N1CCCCC1CN1CCCC1 (stereo not drawn)
  .	-1%	-18%	.	1%	.	.
6	O=C1N[C@@H](Cc2ccccc2)CN2CCCC[C@@H]12
  .	?	.	10	-8%	.	.
7	O=C(O)c1cc[c]([Hg][Cl])cc1
  .	i	-13%	.	2%	.	.
8	O=C1NC2(CCN(Cc3cccnc3)C2)OCc2ccccc21 (stereo not drawn)
  ?	i	3%[87.6 µM]	17	-11%[87.6 µM]	4%[172 µM]	-8%[172 µM]
9	O=C(Cc1ccc2c(c1)OCO2)N1CCN(Cc2ccccc2)CC(O)C1 (stereo not drawn)
  -15%	i	21%	11	1%	-8%	0%
10	COC1=CC(C)=C[C@@H](C)[C@@H](O)[C@@H](C)CC(C)=CC=C[C@H](OC)[C@H]([C@@H](C)[C@@H](O)[C@H](C)[C@@]2(O)C[C@@H](O)[C@H](C)[C@@H](C(C)C)O2)OC1=O
  .	-9%	-60%	.	?	.	.
11	C#CCN(C)C[C@H]1CN2CC[C@H]1C[C@@H]2CNC(=O)c1ccc(C(F)(F)F)cc1
  -11%[174 µM]	-3%[88.5 µM]	-10%[87.6 µM]	-13	4%[87.6 µM]	-17%[172 µM]	7%[172 µM]
12	NCCCP(=O)(O)O
  .	-26%	?	.	4%	.	.
13	C=C[C@H]1CN2CC[C@H]1C[C@@H]2CNS(=O)(=O)c1ccc2ccccc2c1
  ?	1%[88.5 µM]	3%[87.6 µM]	5	-4%[87.6 µM]	112µM*	-2%[172 µM]
14	COc1ccc(NC(=O)CCc2nc(C3=CCN(Cc4cccc(Cl)c4)CC3)no2)c(OC)c1
  .	.	22%	-7	-13%	.	.
15	CCOC(=O)[C@H]1CN(C(=O)c2cccs2)[C@]2(C)C(=O)N(CC3CC3)c3ccccc3[C@H]12
  ?	i	-11%[25.6 µM]	16	-6%[23.9 µM]	?	.
16	COc1cc2c(cc1OCc1ccccc1)NC(=O)C21CCN(Cc2ccccn2)CC1
  89µM*	i	52%[activator][87.6 µM]	-12	-16%[87.6 µM]	79µM*	-10%[172 µM]
17	CC1(C(=O)O)C2CCC(O2)C1(C)C(=O)O (stereo not drawn)
  .	-1%	?	.	?	.	.
18	COc1cc2c(cc1OCc1ccncc1)NC(=O)C21CCN(c2ncccn2)CC1
  ?	i	?	-22	-3%[87.6 µM]	100µM*	-1%[172 µM]
19	CC(C)N1CC2CCC(C1)N2Cc1ccccc1
  i	5%[88.5 µM]	-7%[87.6 µM]	1	11%[87.6 µM]	i	.
20	COc1ccc2c(c1)C1(CCN(C(=O)NCCC(C)C)C1)C(=O)N2 (stereo not drawn)
  -2%	i	4%	8	5%	-5%	-1%
21	CC(C)(C)C(=O)N1CC[C@@H](CC(=O)O)[C@@H](CCN2C[C@@H]3C[C@H](C2)c2cccc(=O)n2C3)C1
  -2%	i	11%	3	5%	1%	-6%
22	COc1cccc(Nc2cc3c(cn2)CN(C)CCN3)c1
  ?	3%[88.5 µM]	38%[activator][87.6 µM]	-2	-1%[87.6 µM]	?	4.5µM*
23	Cc1cccc(CN2C(=O)CN=C(c3ccccc3Cl)c3cc(Cl)ccc32)c1
  .	.	?	4	?	.	.
24	O=C(O)C1=NOC2CN(Cc3cccc(Br)n3)CC12 (stereo not drawn)
  i	1%	-14%	5	-8%	3%	.
25	C=C1C[C@]2(O)[C@@]3(C)CCC(=O)C(C)(C)C3=C(O)C(=O)[C@@]2(C)[C@@H]2C(=O)O[C@@](C)(C(=O)OC)C(=O)[C@@]12C
  .	-6%[27.3 µM]	.	4	?	.	.
26	c1ccc(CN2CCOC[C@H]3CCNC[C@H]32)cc1
  -9%	-3%	1%	-11	1%	0%	9%
27	COc1ccc(CC(=O)N2C[C@@H]3CC[C@H](C2)N(CC2CCC2)C3)c(OC)c1
  -9%	-21%[11.5 µM]	-11%	-12	-7%	-23%	7%
28	CC(C)(C)c1cn(C[C@H]2CC3CCN2C[C@@H]3C(=O)NCc2ccc3c(c2)OCO3)nn1 (stereo partly drawn)
  -11%[174 µM]	i	1%[87.6 µM]	16	-2%[87.6 µM]	2%[172 µM]	11%[172 µM]
29	Cc1cc(CN2CCC3CC(=O)NCCC3C2)cc(C)n1 (stereo not drawn)
  4%[138 µM]	-7%[88.5 µM]	4%[87.6 µM]	-18	7%[87.6 µM]	3%[172 µM]	.
30	CC[C@H]1CN2CC[C@H]1C[C@@H]2CNC(=O)Nc1ccc(C(C)(C)C)cc1
  ?	0%[88.5 µM]	-22%[87.6 µM]	4	1%[87.6 µM]	71µM*	-11%[172 µM]
31	CC(NC(C)(C)C)C(=O)c1cccc(Cl)c1 (stereo not drawn)
  .	?	21%	6&29	4%	.	.
32	CC(=O)c1ccc(NC(=O)NC[C@H]2C[C@@H]3CCN2C[C@@H]3CN(C)Cc2ccccc2)cc1
  89µM*	3%[88.5 µM]	7%[87.6 µM]	-12	-9%[87.6 µM]	100µM*	0%[172 µM]
33	C#C[C@H]1CN2CC[C@H]1C[C@@H]2CNS(=O)(=O)CCC
  -18%[230 µM]	0%[88.5 µM]	17%[87.6 µM]	13	1%[87.6 µM]	0%[230 µM]	-15%[230 µM]
34	Nc1ccc(N)cc1
  .	?	-15%[25.6 µM]	13	30%[23.9 µM]	.	.
35	CCNC(=O)NC[C@H]1C[C@@H]2CCN1C[C@@H]2c1cc(-c2ccc(F)cc2)nn1C
  -14%[174 µM]	-7%[88.5 µM]	-9%[87.6 µM]	15	-14%[87.6 µM]	-11%[172 µM]	0%[172 µM]
36	O=C(Nc1ccc(Br)cc1C(=O)c1ccccc1Cl)c1ccccc1F
  .	.	19%	-5	2%	.	.
37	Cc1ccc2nc(NC(=O)c3cccn(Cc4ccccc4F)c3=O)sc2c1
  .	.	25%	-9	6%	.	.
38	O=C(O)c1cn(Cc2cccc(C(F)(F)F)c2)nn1
  -21%	-1%	10%	4	1%	-14%	2%
39	COc1cccc(Nc2cc3c(cn2)CN(C)CCN3C)c1
  ?	-11%[88.5 µM]	143%[activator][87.6 µM]	-15	-7%[87.6 µM]	?	40µM*
40	COc1ccc(-c2cc([C@H]3CN4CC[C@H]3C[C@@H]4CNC(=O)CCCC(=O)O)n(C)n2)cc1
  -15%	-28%	-5%	-9	7%	-1%	1%
41	C=C(CO)[C@@]12O[C@@H]1[C@@]1(C)C(=CC2=O)CC[C@@H](O)[C@@H]1C
  .	2%	.	18	?	.	.
42	COc1ccc([C@@H]2CN(C(=O)Cc3nonc3C)[C@@H]3C4CCN(CC4)[C@@H]32)cc1
  -7%	i[11.5 µM]	-2%	-38*	-1%	-3%	-10%
43	COc1cc2c(cc1OCC1CC1)NC(=O)C21CCN(c2ncc(C(C)C)cn2)CC1
  79µM*	?	?	-25	5%[87.6 µM]	100µM*	-1%[172 µM]
44	CC(C)Oc1cccnc1N(C)C1CCN(Cc2ccccc2)CC1
  .	0%	-2%	.	-4%	.	.
45	CC(C)N1C[C@@H]2OCC(=O)N(CC3CC3)[C@@H]2C1
  -4%[230 µM]	1%[88.5 µM]	1%[87.6 µM]	5	0%[87.6 µM]	-23%[230 µM]	1%[230 µM]
46	CCC(CC)c1cc([C@H]2CN3CC[C@H]2C[C@@H]3CNC(=O)c2cccs2)nc(-c2ccncc2)n1
  22µM*	-13%	-27%	11	?	?	-1%
47	CC[C@H]1CN2CC[C@H]1C[C@@H]2COC(=O)Nc1ccccc1
  ?	i	59%[activator][87.6 µM]	5	-2%[87.6 µM]	?	?
48	CCCCC1C(=O)NC(=O)N(C2CCCCC2)C1=O (stereo not drawn)
  .	?	-14%[25.6 µM]	-2	-7%	.	.
49	CN1CCN(c2csc3ccc(F)cc3c2=O)CC1
  .	.	-5%	-5	-3%	.	.
50	CC(C)(C)c1ccc(-c2cn(C[C@H]3CC4CCN3C[C@@H]4C(=O)Nc3ccccc3)nn2)cc1 (stereo partly drawn)
  28µM*	-11%	12%	11	-11%	28µM*	?
51	Nc1ccc([N+](=O)[O-])cc1
  .	i	-50%	33	-23%	.	.
52	COCCOCC(=O)N1CCC2(CC1)c1nccn1-c1ccccc1CN2CC(C)C
  i	i	-10%	33	-17%	-15%	12%
53	O=C(Nc1ccc2n(c1=O)C[C@H]1C[C@@H]2CN(C(=O)NC2CCCCC2)C1)c1ccccn1
  ?	0%	-27%	-12	-22%	-2%	-15%
54	CC[C@H](C)[C@@H]([C@@H](CC(=O)N1CCC[C@H]1[C@H](OC)[C@@H](C)C(=O)N[C@@H](Cc1ccccc1)c1nccs1)OC)N(C)C(=O)[C@@H](NC(=O)C(C)(C)N)C(C)C
  .	-4%	.	25	-34%	.	.
55	CCC1CN2CCc3cc(OC)c(OC)cc3C2CC1CC1=NCCc2cc(O)c(OC)cc21 (stereo not drawn)
  .	i	.	6	27%[23.9 µM]	.	.

Shown with one line to a screen: four of the compounds above
[19] CC(C)N1CC2CCC(C1)N2Cc1ccccc1
[20] COc1ccc2c(c1)C1(CCN(C(=O)NCCC(C)C)C1)C(=O)N2 (stereo not drawn)
[21] CC(C)(C)C(=O)N1CC[C@@H](CC(=O)O)[C@@H](CCN2C[C@@H]3C[C@H](C2)c2cccc(=O)n2C3)C1
[22] COc1cccc(Nc2cc3c(cn2)CN(C)CCN3)c1
assay / entry,19,20,21,22
3T3 cytotox,i,-2%,-2%,?
GPT2 inhibitor,5%[88.5 µM],i,i,3%[88.5 µM]
SNCA expr inh,-7%[87.6 µM],4%,11%,38%[activator][87.6 µM]
IP6K1 inhibitor,1,8,3,-2
HEK293 viab,11%[87.6 µM],5%,5%,-1%[87.6 µM]
HEK cytotox,i,-5%,1%,?
FLuc inh,.,-1%,-6%,4.5µM*
